Screening results: PubChem, National Center for Advancing Translational Sciences (NCATS)
FLuc inh – firefly luciferase inhibition; actives 2.2% (n = 72,000); AID 411; Potency, µM (titrated, usually from 57.1 µM), for inactives: top-dose activity change, negative = inhibition, hits mostly inhibitors; purified firefly luciferase, luminescence, 8 min; note: potency is the fitted concentration of half-maximal effect; % is set by controls: 0 for no effect and ±100 for the full control effect; nearly all actives have a fitted effect of over 40% in size
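Compounds were tested as concentration series (qHTS) against purified P. pyralis luciferase with luciferin and 10 uM ATP in 50 mM imidazole pH 7.2, 50 mM KCl, 7 mM MgCl2, 0.01% Tween 20, 0.05% BSA. Luminescence was read after 8 min at ambient temperature.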
HEK293 cAMP ctrl – parental HEK293 cAMP activation (counter-screen) | parental HEK293 CNG cAMP sensor, membrane potential fluorescence | Potency, µM (series often up to 57.1 µM), for inactives: top-dose activation, most hits filed as activators | actives 2.5% (n = 73,000) | AID 938; note: potency is the fitted concentration of half-maximal effect; % of control where 0% means no effect; nearly all actives have a fitted effect of over 55% in size
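Parental HEK 293 cells stably expressing a modified CNG channel (no TSHR) report cAMP rise as membrane depolarization. Membrane potential dye with 100 uM RO 20-1724 was loaded for 60 min at room temperature, then compound added for 30 min; fluorescence read at 590 nm.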
Casp7 inh – blocks human caspase-7 allosterically or competitively | P55210 | recombinant caspase-7, Ac-DEVD-AFC fluorescence rate | Potency, µM (series often up to 57.5 µM), for inactives: top-dose activity change, negative = inhibition, actives largely listed as inhibitors | actives 0.02% (n = 75,000); active = well fitted inhibition curve with a large enough effect in the main read-out, with a control signal flat, not every such curve was filed as active; inconclusive = small, poorly fitted or top-dose-only effect, or a change in a side signal; note: potency is the fitted concentration of half-maximal effect; % of control where 0% means no effect
Fluorescein fluor – fluorescein region autofluorescence; Compound autofluorescence, 480/540 nm, fluorescein-equivalent; stronger effect = higher value; max fluorescein-equivalent concentration, M; actives 0.91% (n = 59,000); AID 593; in the data active = max fluorescein-equivalent concentration above about 10 nM; inconclusive = between about 1.1 nM and that limit
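First, buffer (100 mM Tris, pH 8.0) dispensed; second, compounds and fluorescein standards pinned in; third, 15 min room-temperature incubation; finally, imaging at ex 480 nm/em 540 nm. Fluorescence normalized against the six-point fluorescein curve.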
Rhodamine fluor – compound autofluorescence in rhodamine spectral region; Rhodamine-region fluorescence, 547/598 nm, Tris buffer; stronger effect = higher value; actives 0.05% (n = 59,000); max dye-equivalent concentration, M; AID 594; in the data active = max dye-equivalent concentration above about 11 nM; inconclusive = between about 1.1 nM and that limit
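Compounds in 100 mM Tris buffer, pH 8.0, were incubated 15 min at room temperature, then read at 547 nm excitation and 598 nm emission. Fluorescence was normalized against a per-plate six-point rhodamine standard curve as dye-equivalent concentration.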
Casp1 inh – allosteric or competitive inhibitors of human caspase-1; AID 900; Caspase-1 enzyme, Ac-WEHD-AFC fluorogenic rate; actives 0.03% (n = 75,000); Potency, µM (highest dose often 57.5 µM), inactives show at the highest dose activity change, negative = inhibition, actives largely listed as inhibitors;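 note: potency is the fitted concentration of half-maximal effect; plate controls were vehicle for no effect and no substrate for full effect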
TexasRed autofl – compound fluoresces in the Texas Red spectral region. AID 587. Compound fluorescence, Texas Red channel, 547/618 nm; stronger effect = higher value. max dye-equivalent concentration, M. actives 0.06% (n = 59,000); in the data active = max dye-equivalent concentration above about 10 nM; inconclusive = between about 1.1 nM and that limit
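Compound titrations in 100 mM Tris pH 8.0 were incubated 15 min at room temperature and read at 547 nm excitation / 618 nm emission. Texas Red six-point standard curve on each plate converted fluorescence to dye-equivalent concentration.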
ERK AVP inh – vasopressin-driven ERK pathway inhibition; HEK293-V1b, vasopressin-stimulated pERK AlphaScreen; Potency, µM (highest dose often 57.5 µM), without a hit: at the top dose activity, negative = inhibition, hits mostly inhibitors; actives 0.99% (n = 72,000); note: potency is the fitted concentration of half-maximal effect; % is set by controls: 0 for no effect and ±100 for the full control effect; nearly all actives have a fitted effect of over 55% in size
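HEK293 cells stably expressing V1b receptor, seeded overnight in 1% FBS, were treated with compounds for 30 min at 37C, then stimulated 5 min with 25 nM vasopressin; phospho-ERK read by AlphaScreen SureFire after lysis.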
Tau fil binding – binders of human tau filaments; P10636; Potency, µM (doses to about 57.1 µM), without a hit: top-dose activity change, negative = inhibition; AID 596; actives 2% (n = 71,000); recombinant tau filaments, thioflavin S fluorescence, 15 h; filaments grown with octadecylsulfate alongside compound;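 note: potency is the fitted concentration of half-maximal effect; % is set by controls: 0 for no effect and ±100 for the full control effect; actives lower thioflavin S fluorescence by blocking filaments or displacing dye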
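Recombinant tau protein (human, 1 uM final) plus 30 uM ODS in HEPES pH 7.4 with NaCl, DTT and thioflavine S. Compound present from the start; fluorescence at 510 nm after 15 h, 37 C.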
4-MU autofl – compound fluoresces in the 4-MU spectral region | compound autofluorescence, 340/450 nm, 4-MU equivalents; stronger effect = higher value | max dye-equivalent concentration, M | actives 11% (n = 59,000) | AID 589; in the data active = max dye-equivalent concentration above about 10 nM; inconclusive = mostly about 1.1 nM to 9.6 nM
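Intrinsic fluorescence at 340/450 nm (ex/em) was read after 15 min at room temperature in pH 8.0, 100 mM Tris. Each compound concentration expressed as 4-MU-equivalent concentration from a six-point 4-MU standard series on each plate.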
A350 autofl – compound fluoresces in the Alexa 350 spectral region; actives 11% (n = 59,000); Compound autofluorescence, 340/450 nm, Alexa 350 dye-equivalents; stronger effect = higher value; max dye-equivalent concentration, M; AID 590; in the data active = max dye-equivalent concentration above about 10 nM; inconclusive = mostly about 1.1 nM to 9.6 nM
Starred values were filed as active, the others as inactive; i = inactive; ? = inconclusive; nt = not tested or not shown; [ ] = dose if it differs, or a comment. Unless noted, calls come from the whole dose curve; as a rule, active = well fitted curve in the direction sought with a large enough effect; inconclusive = small, poorly fitted or top-dose-only effect, or another doubt; inactive = no such curve, though single readings can be large; an effect the other way counts as inactive or inconclusive.

item	Compound	FLuc inh	HEK293 cAMP ctrl	Casp7 inh	Fluorescein fluor	Rhodamine fluor	Casp1 inh
1	Cc1cc(NC(=O)NC2CCCN2S(=O)(=O)c2ccc(Cl)cc2)no1 (stereo not given)	-1%	4%	0%	?	i	3%
2	COc1ccccc1NC(=O)CN(c1ccccc1F)S(C)(=O)=O	-5%	6%	-3%	i	i	-2%
3	c1ccc(Oc2cccc(OCCCn3cncn3)c2)cc1	-4%	3%	-1%	i	i	0%
4	CCOC(=O)c1cnn(-c2ncnc3c2oc2ccccc23)c1N	-3%	-1%	-1%	?	i	-1%
5	Nc1nc(-c2nc3ccccc3[nH]2)cs1	13µM*	4%	-1%	i	i	1%
6	COc1ccc(C2CC(=O)c3cnc(NC(=O)c4ccccc4OC)nc3C2)c(OC)c1 (stereo not given)	-2%	?	-17%	?	i	-12%
7	COc1ccc(C(=O)N2CCC3(CCCN(C(=O)Nc4cccc(F)c4)C3)CC2)cc1	-2%[11.4 µM]	12%	0%	i	i	-2%
8	Nc1nc(-c2ccc(Cl)cc2Cl)cn1N	-1%	6%	-5%	i	i	-1%

item	TexasRed autofl	ERK AVP inh	Tau fil binding	4-MU autofl	A350 autofl
1	i	5%	1%	i	i
2	?	9%	2%	i	i
3	i	-3%	-19%	i	i
4	i	4%	3%	i	i
5	?	-3%	3%	i	i
6	i	10µM*	70%	i	i
7	i	23%	2%	i	i
8	i	-11%	-15%	1.3e-08M*	1.7e-08M*

(listing goes on)
item	Compound	FLuc inh	HEK293 cAMP ctrl	Casp7 inh	Fluorescein fluor	Rhodamine fluor	Casp1 inh
9	Cc1c(C(=O)N2CCOCC2)sc2ncnc(N3CCc4ccccc4C3)c12	-6%	20%	0%	i	i	1%
10	O=C(NCCCn1ccnc1)c1cc(-c2ccc3c(c2)OCO3)on1	-15%	17%	1%	i	i	5%
11	COc1ccccc1Oc1ccc(S(=O)(=O)Nc2cccnc2)cc1	2%	20%	0%	i	i	-2%
12	COCCNC(=O)CCCCCN1C(=O)CCC1=O	-1%	7%	-2%	i	i	0%
13	Cc1cccc(C2CC(c3ccc(F)cc3)Nc3nc(N)nn32)c1 (stereo not given)	-1%	-2%	-1%	nt	nt	1%
14	O=C(O)c1cccc(Cl)c1Cl	nt	-9%	2%	nt	nt	1%
15	CCc1c(C)nc(SCC(=O)N2CCc3ccccc32)[nH]c1=O	1%	7%	3%	?	i	-1%
16	CC1(C)CC(Nc2ccc(Nc3ccccc3)cc2)CC(C)(C)N1	4%[11.4 µM]	-4%[11.4 µM]	0%[11.5 µM]	i	i	2%[11.5 µM]

item	TexasRed autofl	ERK AVP inh	Tau fil binding	4-MU autofl	A350 autofl
9	i	7%	-2%	i	i
10	?	?	0%	i	i
11	i	-14%	-1%	i	?
12	?	-25%	2%	i	i
13	nt	17%	13%	nt	nt
14	nt	-1%	-1%	nt	nt
15	i	16%	-6%	i	i
16	i	-12%[11.5 µM]	1.6µM*	i	i

Additional structures.
item	Compound	FLuc inh	HEK293 cAMP ctrl	Casp7 inh	Fluorescein fluor	Rhodamine fluor	Casp1 inh
17	O=C(CSc1nc2ccccc2o1)c1ccc2c(c1)OCCO2	-3%	20%	-1%	i	i	-3%
18	CC(C)NS(=O)(=O)c1ccc(OCC(=O)NCc2cccnc2)cc1	2%	-2%	1%	i	i	0%
19	Cc1cccc(NC(=O)CN(C)S(=O)(=O)c2cccc3nsnc23)c1C	0%	5%	0%	i	i	1%
20	O=C(O)CC(Cc1ccc(Br)cc1)C(=O)O (stereo not given)	6%	13%	-1%	nt	nt	-3%
21	CC(C)CN(CC(C)C)c1nnc(N)s1	4%	4%	-3%	nt	nt	-2%
22	CCCn1c(=O)c2ccccc2n2c(SCC(=O)c3cc(C)n(CC4CCCO4)c3C)nnc12 (stereo not given)	8%	29%	1%	i	i	1%
23	CCC(C)NC(=O)N[C@@H](Cc1ccccc1)C(=O)O (stereo not given in full)	-1%	28%	0%	i	i	0%
24	CN1CCN(c2ncnc3ccc(-c4ccccc4C#N)cc23)CC1	2%[2.29 µM]	19%	1%	?	i	1%

item	TexasRed autofl	ERK AVP inh	Tau fil binding	4-MU autofl	A350 autofl
17	i	?	88%	i	i
18	i	-3%	-10%	i	i
19	i	22%	1%	i	i
20	nt	16%	16%	nt	nt
21	nt	-15%	-23%	nt	nt
22	i	14%	5%	i	i
23	i	15%	-6%	i	i
24	i	-16%	9%	i	i

(continued)
item	Compound	FLuc inh	HEK293 cAMP ctrl	Casp7 inh	Fluorescein fluor	Rhodamine fluor	Casp1 inh
25	CCCn1c(-c2ccc(F)cc2)cnc1SCC(=O)O	1%	0%	1%	i	i	-2%
26	O=C(CSc1ncn[nH]1)Nc1ccccc1C(=O)O	0%	2%	-1%	i	i	0%
27	CC(=O)Nc1ccc(N/C=C/C(=O)c2ccc(C)o2)cc1	16µM*	-16%	?	?	i	?
28	COc1cccc(Oc2nnnn2-c2ccccc2)c1	-7%	9%	1%	i	i	1%
29	Cc1ccc(-c2nnc(SCc3ccccc3F)o2)cc1	20µM*	?	-5%	?	i	-3%
30	CC(C)CN1CCCC2(CCN(C(=O)c3csnn3)CC2)C1	2%[11.4 µM]	11%	0%	i	i	-1%
31	COc1ccc(C(NC(N)=O)c2ccccc2)cc1 (stereo not given)	0%	0%	-7%	nt	nt	0%
32	O=C(O)CC(NCc1ccco1)C(=O)OCC1CCCO1 (stereo not given)	3%[25.5 µM]	nt	nt	?	i	nt

item	TexasRed autofl	ERK AVP inh	Tau fil binding	4-MU autofl	A350 autofl
25	i	-5%	4%	i	i
26	i	12%	-6%	i	i
27	i	?	25%	i	?
28	i	5%	-11%	i	i
29	?	140%[activator]	11%	i	i
30	i	7%	-12%	i	i
31	nt	9%	-9%	nt	nt
32	i	nt	nt	2e-08M*	2.3e-08M*

Quoted from above: nos. 31–32
item	Compound	FLuc inh	HEK293 cAMP ctrl	Casp7 inh	Fluorescein fluor	Rhodamine fluor	Casp1 inh
31	COc1ccc(C(NC(N)=O)c2ccccc2)cc1 (stereo not given)	0%	0%	-7%	nt	nt	0%
32	O=C(O)CC(NCc1ccco1)C(=O)OCC1CCCO1 (stereo not given)	3%[25.5 µM]	nt	nt	?	i	nt

item	TexasRed autofl	ERK AVP inh	Tau fil binding	4-MU autofl	A350 autofl
31	nt	9%	-9%	nt	nt
32	i	nt	nt	2e-08M*	2.3e-08M*

Back to the main list, starting 2 compounds before the break.
item	Compound	FLuc inh	HEK293 cAMP ctrl	Casp7 inh	Fluorescein fluor	Rhodamine fluor	Casp1 inh
31	COc1ccc(C(NC(N)=O)c2ccccc2)cc1 (stereo not given)	0%	0%	-7%	nt	nt	0%
32	O=C(O)CC(NCc1ccco1)C(=O)OCC1CCCO1 (stereo not given)	3%[25.5 µM]	nt	nt	?	i	nt
33	COc1ccc(-n2cnnc2SC(C)c2nc3sc(C)c(C)c3c(=O)[nH]2)cc1 (stereo not given)	-6%	6%	-33%	i	i	-16%
34	O=C(Nc1cccnc1)c1c(F)cccc1F	1%	4%	0%	i	i	-2%
35	CCOC(=O)c1c(NC(=O)CSc2nnc(-c3cccnc3)n2Cc2ccco2)sc(C)c1C	-1%	?	-6%	?	i	-4%
36	O=C1c2ccccc2C(O)(Cc2ccccc2)N1C1CCCCC1 (stereo not given)	1%	?	-2%	i	i	0%
37	N[C@@]1(C(=O)O)CCC[C@@H]1C(=O)O	2%[11.4 µM]	-2%[11.4 µM]	1%[11.5 µM]	i	i	-1%[11.5 µM]
38	CCc1nnc(NC(=O)CSc2nnc(COc3ccccc3)n2-c2ccc(C)cc2)s1	6%	?	-2%	i	i	1%
39	Cc1nc(N2CCN(C(=O)CCC(=O)O)CC2)c2c(C)c(C)sc2n1	2%	12%	2%	i	i	-3%
40	O=C(NC(=O)c1ccc(Cl)cc1)Nc1cc(N2CCCCC2)ncn1	-4%	17%	-1%	?	i	1%

item	TexasRed autofl	ERK AVP inh	Tau fil binding	4-MU autofl	A350 autofl
31	nt	9%	-9%	nt	nt
32	i	nt	nt	2e-08M*	2.3e-08M*
33	?	6%	-2%	3e-08M*	4.3e-08M*
34	i	-1%	184%	i	i
35	i	10%	26%	i	i
36	i	-4%	-17%	i	i
37	i	-8%[11.5 µM]	-2%[11.4 µM]	i	i
38	i	8%	2%	i	i
39	i	-13%	-12%	i	i
40	i	7%	-2%	i	i

Next structures follow.
item	Compound	FLuc inh	HEK293 cAMP ctrl	Casp7 inh	Fluorescein fluor	Rhodamine fluor	Casp1 inh
41	CC(=O)N(Cc1cc2c(C)cc(C)cc2[nH]c1=O)C1CCCCC1	-1%	9%	-2%	i	i	-1%
42	O=C(Nc1nc(-c2ccccc2)ns1)c1cccs1	3%	2%	2%	?	i	-2%
43	CC(C)N1CCc2c(sc(NC(=O)c3ccc(S(=O)(=O)N4CCOCC4)cc3)c2C#N)C1	1%	7%	-9%	nt	nt	-6%
44	CCN(CC)C(=O)Cn1cnc2ccccc2c1=O	0%	0%	1%	i	i	0%

item	TexasRed autofl	ERK AVP inh	Tau fil binding	4-MU autofl	A350 autofl
41	i	-1%	2%	i	i
42	?	3%	-9%	i	i
43	nt	nt	185%	nt	nt
44	i	-17%	-9%	i	i

Along the list, quoted from above.
Nos. 41 to 44 in Casp1 inh, in turn: -1%, -2%, -6%, 0%

This is a subset; count on the stated rates, not on these rows.
